rTrxR1 inhibitor: rat TrxR1 inhibition; O89049; recombinant rTrxR1, NADPH fluorescence consumption, selenite substrate; Potency, µM (doses to about 114 µM), for the others: top-dose activity change, negative = inhibition, actives largely listed as inhibitors; 390,000 tested, 1% active; also: potency is read from the fitted curve at half-maximal effect; % is scaled to controls: 0 for no effect and ±100 for the full control effect; nearly all actives have a fitted effect of over 65% in size
Target sequence (O89049 whole entry, looked up): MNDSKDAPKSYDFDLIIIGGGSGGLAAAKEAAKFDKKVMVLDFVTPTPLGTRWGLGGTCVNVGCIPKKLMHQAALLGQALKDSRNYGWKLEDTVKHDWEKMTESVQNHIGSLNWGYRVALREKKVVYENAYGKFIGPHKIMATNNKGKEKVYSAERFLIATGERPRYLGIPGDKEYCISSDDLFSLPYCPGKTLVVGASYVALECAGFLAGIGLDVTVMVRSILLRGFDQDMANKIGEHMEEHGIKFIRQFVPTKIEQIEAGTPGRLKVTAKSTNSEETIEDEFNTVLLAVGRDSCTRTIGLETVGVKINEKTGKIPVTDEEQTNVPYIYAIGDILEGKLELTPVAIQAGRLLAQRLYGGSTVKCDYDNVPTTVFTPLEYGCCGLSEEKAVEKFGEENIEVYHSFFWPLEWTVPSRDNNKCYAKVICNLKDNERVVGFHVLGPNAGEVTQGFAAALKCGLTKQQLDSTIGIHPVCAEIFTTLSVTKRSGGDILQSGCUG
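Rat TrxR1 (90 nM in the dispensed reagent) was pre-reduced with 400 uM NADPH for 5 min at room temperature, then incubated with compound for 15 min. After 400 uM selenite was added, NADPH fluorescence (Ex 340/Em 450 nm) was followed for 8 min.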
TRHR enhancer: allosteric enhancers of human TRH receptor. P34981. TRHR cells, fluo-8 calcium fluorescence, EC20 TRH enhancement. enhancement, % at 2 µM. 360,000 tested, 0.66% active. AID 493056; in the data active = enhancement above about 30%; also: 0% is about no effect
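TRHR-expressing cells loaded with fluo-8 calcium dye were read kinetically (ex 480/em 530) during compound addition, then stimulated with an EC20 of TRH (10 nM final). Enhancement of the Gq-mediated intracellular calcium response was scored.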
TRHR ag: agonists of human TRH receptor | P34981 | TRHR cells, calcium flux fluo-8, FDSS agonist mode | activation, % at 2 µM | 360,000 tested, 0.18% active | AID 493084; in the data active = activation above about 30%; also: 0% is about no effect
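Agonist-mode FDSS calcium read (Ex 480/Em 530, 1 s cycles) in 1536-well TRHR cells with fluo-8 dye, after 10-cycle baseline and 23 nL compound addition; TRH at EC20 (10 nM final) added afterwards for the enhancer phase.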
PI4K2A inh: blocks human PI4K2A kinase activity; Q9BTU6; purified PI4K2A, ADP-Glo luminescence, 1 h; hits give low values; activity change, negative = inhibition, % at 76.9 µM; 420,000 tested, 0.13% active; in the data active = activity change below about -50%; inconclusive = mostly about -30% to -49%;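 also: -100% = wells without enzyme as full effect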
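In this quantitative HTS, ADP production by PI4K2A was quantified luminescently after 1 h at ambient temperature; 100 microM adenosine served as plate-quality control.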
IDH1 R132H inh: blocks human mutant IDH1 R132H enzyme | Potency, µM (doses to about 76.6 µM), for the others: at the top dose activity change, negative = inhibition, actives largely listed as inhibitors | O75874 | IDH1-R132H enzyme, NADPH consumption, diaphorase/resazurin fluorescence | 390,000 tested, 0.093% active; also: potency is read from the fitted curve at half-maximal effect; % is scaled to controls: 0 for no effect and ±100 for the full control effect; nearly all actives have a fitted effect of over 65% in size
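IDH1-R132H (0.5 ug/mL dispensed) in pH 7.5 Tris buffer was preincubated 30 min with compound, then given a substrate mix of 0.016 mM NADPH and 2 mM alpha-KG for 80 min at room temperature; remaining NADPH was read by diaphorase/resazurin fluorescence.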
D2 ag: activates the human D2 dopamine receptor. HEK293 T-REx D2 cells, calcium flux agonist mode. 340,000 tested, 0.53% active. activation, % at 2 µM;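 active = activation over 3 SD above normal in the single-dose calcium agonist read, cut at about 30% in these data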; also: 0% is about no effect
Target sequence (P14416 whole entry, looked up): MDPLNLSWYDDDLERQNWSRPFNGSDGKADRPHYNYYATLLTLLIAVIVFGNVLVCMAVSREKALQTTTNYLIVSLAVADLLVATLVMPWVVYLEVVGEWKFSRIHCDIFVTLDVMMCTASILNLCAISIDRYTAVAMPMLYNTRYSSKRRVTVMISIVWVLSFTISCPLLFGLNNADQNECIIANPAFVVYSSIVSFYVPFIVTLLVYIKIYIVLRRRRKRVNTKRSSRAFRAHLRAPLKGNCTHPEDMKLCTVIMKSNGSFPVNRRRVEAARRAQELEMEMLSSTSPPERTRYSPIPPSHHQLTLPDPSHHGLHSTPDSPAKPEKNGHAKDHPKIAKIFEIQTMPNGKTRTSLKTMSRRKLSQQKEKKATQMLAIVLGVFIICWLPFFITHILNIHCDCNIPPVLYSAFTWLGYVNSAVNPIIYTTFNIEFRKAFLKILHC
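Calcium-flux readout, 1 cycle/sec over 180 s following compound pin transfer, in inducible HEK293 Trex D2 cells (force-coupled); dopamine controls included. Positive calcium responses during this window marked compounds as potential agonists.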
D2 antag: D2 dopamine receptor (human) antagonism | HEK293 TREx D2 cells, calcium flux, dopamine EC80 | inhibition, % at 10 µM | AID 485344 | P14416 | 340,000 tested, 2% active; in the data active = inhibition above about 30%; also: 0% is about no effect
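Measurement of antagonist activity uses fluorescent calcium dye in inducible HEK293 T-REx D2 cells: 10 s baseline, compound addition with 180 s read, EC80 dopamine addition with a further 180 s read.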
TrxR1 substrate: is turned over as a substrate by rat TrxR1; O89049; purified TrxR1 substrate turnover, NADPH consumption readout; Potency, µM (highest dose often 114 µM), for inactives: at the top dose activity change, negative = substrate turnover; 390,000 tested, 0.01% active; also: potency is read from the fitted curve at half-maximal effect; % is scaled to controls: 0 for no effect and ±100 for the full control effect; nearly all actives have a fitted effect of over 50% in size
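Rat TrxR1, dispensed at 90 nM, was prereduced with 400 uM NADPH (final) for 5 min at ~22 deg C, then incubated with compound 15 min before 400 uM selenite. A first-read NADPH fluorescence drop versus no-compound background flagged substrates.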
USP1-UAF1 inh: inhibitors of human USP1/UAF1 deubiquitinase. recombinant USP1/UAF1, Ub-Rhodamine cleavage fluorescence. AID 743255. O94782. Potency, µM (highest dose often 57.1 µM), without a hit: at the highest dose activity change, negative = inhibition, usual class: inhibitors. 390,000 tested, 0.23% active; also: potency is read from the fitted curve at half-maximal effect; % is scaled to controls: 0 for no effect and ±100 for the full control effect; nearly all actives have a fitted effect of over 60% in size; inactives centre near -12
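USP1/UAF1 complex at 1 nM was preincubated with compound for 15 min at room temperature, then Ub-Rho substrate (150nM final) was added. Fluorescence (480/540 nm) was read kinetically, 6 reads every 60 seconds.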
* marks the source's active call; other numbers are inactive results; ? = inconclusive; nt = not tested or not shown; [ ] = dose if it differs, or a comment. Unless noted, calls follow the shape of the dose curve; as a rule, active = well fitted inhibition curve with a large enough effect; inconclusive = small, poorly fitted or top-dose-only effect; inactive = no such curve, though single readings can be large or run the other way.

[1] CC(NC(=O)c1cc(S(=O)(=O)N(C)C)ccc1Cl)c1ccc(-n2ccnc2)cc1 (configuration not stated)
[2] COc1ccc(Nc2nc(N)nc(CSc3nncn3C)n2)cc1
[3] COc1ccccc1-c1cc(C(F)(F)F)nc(N2CCOCC2)n1
[4] COCCNC(=S)Nc1cc(OC)c(NC(=O)c2ccco2)cc1OC
[5] Cc1cc(C)nc(-n2nc(C)c3c2N(Cc2ccccc2)C(=O)CC3c2ccc(Cl)cc2)n1 (configuration not stated)
[6] COc1ccc(CNC(=O)CN(Cc2ccc(Cl)cc2)S(C)(=O)=O)cc1
[7] COc1cccc(CNC(=O)C2CCN(C(=O)c3sccc3-n3cccc3)CC2)c1
[8] O=C(CSc1nnc(C2COc3ccccc3O2)o1)N1CCCC1 (configuration not stated)

Screen / compound no.	1	2	3	4	5	6	7	8
D2 antag	-6.9	-2.9	-9.8	-6.9	nt	14.3	nt	5.1
USP1-UAF1 inh	-11.4%	-2.4%	-16.7%	-22.7%	5.3%	-18.2%	?	-8.2%
TrxR1 substrate	6.7%	8.0%	2.2%	-9.5%	-6.2%	1.3%	1.1%	-1.4%
TRHR ag	0.3	0.2	0.8	-0.5	0.8	0.0	-0.4	1.1
PI4K2A inh	14.3	-4.9	-3.6	-1.5	1.4	-0.8	-0.8	-4.5
IDH1 R132H inh	9.5%	10.3%	8.6%	7.1%	23.8%	-0.9%	nt	7.9%
D2 ag	0.0	0.5	0.1	-0.3	5.3	1.0	-0.5	-0.3
rTrxR1 inhibitor	16.5%	26.0%	-7.3%	-21.4%	21.7%	1.4%	14.5%	16.8%
TRHR enhancer	-5.2	-6.3	-3.5	18.6	0.7	0.3	-5.7	0.3

[9] C=CCN(CC=C)Cc1c(O)ccc2c1oc(=O)c1ccccc12
[10] C=CCN1CCCC1CNC(=O)c1cc2[nH]nnc2cc1OC (configuration not stated)
[11] CCCCCCCCN1[C@@H](CC(=O)OCC)c2cc(C(F)(F)F)ccc2S1(=O)=O
[12] CCN1CCN(c2cc(C)c3cc(NC(=S)N4CC(C)CC(C)C4)ccc3n2)CC1 (configuration not stated)
[13] O=C(c1ccc(CS(=O)(=O)c2ccc(Br)cc2)o1)N1CCN(c2ncccn2)CC1
[14] Cc1ccc(/C=N\NC(=O)c2ccc(Cn3cc(Br)c([N+](=O)[O-])n3)o2)o1
[15] O=C(Cn1nnc2ccccc21)NCc1ccccc1
[16] O=C(CNS(=O)(=O)c1ccccc1)N/N=C/c1ccc(O)cc1

Screen / compound no.	9	10	11	12	13	14	15	16
D2 antag	nt	2.3	nt	-0.4	13.8	-2.1	8.7	0.3
USP1-UAF1 inh	-8.9%	13.8%	?	-5.6%	-8.0%	4.7%	-17.9%	-10.1%
TrxR1 substrate	7.2%	11.2%	-6.6%	9.8%	4.5%	-2.8%	0.8%	8.4%[57.1 µM]
TRHR ag	nt	-0.5	nt	0.2	-0.3	-1.1	-0.5	0.4
PI4K2A inh	?	4.3	-4.6	4.3	-0.8	3.7	1.6	2.6
IDH1 R132H inh	5.4%	13.7%	2.0%	1.4%	4.5%	4.0%	4.5%	0.9%
D2 ag	nt	1.5	nt	0.5	0.0	-0.7	-1.0	1.8
rTrxR1 inhibitor	-3.7%	-20.7%	20.4%[57.1 µM]	3.7%	-4.3%	-0.4%[57.1 µM]	3.8%	19.3%[57.1 µM]
TRHR enhancer	nt	2.1	nt	2.9	1.5	-9.4	-13.7	1.7

[17] N/C(=N\OC(=O)Cc1ccc(Cl)cc1)c1ccncc1
[18] Cn1c(CNC(=O)c2ccccc2F)nnc1SCc1nc2ccccc2c(=O)[nH]1
[19] Cc1cc(NS(=O)(=O)c2ccc(Br)s2)no1
[20] COc1ccc(NC(=O)C(=O)NNC(=O)C(C)Oc2ccc(Cl)cc2Cl)cc1 (configuration not stated)
[21] Nc1nc2cc(S(=O)(=O)N3CCOCC3)ccc2o1
[22] COc1ccc(-c2nnc3ccc(SCC(=O)N4CCCCC4)nn23)cc1OC
[23] O=C(CC1CCCC1)NNC(=O)c1ccc(F)cc1
[24] Cc1ccccc1C(=O)Nc1ccc2oc(-c3ccc(Cl)c(Cl)c3)nc2c1

Screen / compound no.	17	18	19	20	21	22	23	24
D2 antag	nt	-22.7	nt	-5.2	nt	5.1	-4.0	nt
USP1-UAF1 inh	-12.4%	nt	-11.4%	-17.7%	?	?	-17.4%	-15.6%
TrxR1 substrate	-6.7%[57.1 µM]	nt	0.4%[57.1 µM]	-3.5%[57.1 µM]	-0.1%	2.8%	2.3%[57.1 µM]	7.7%
TRHR ag	0.9	0.5	nt	-1.0	nt	0.2	0.4	-0.6
PI4K2A inh	-4.8	nt	11.6	1.0	9.5	-7.5	1.7	-1.6
IDH1 R132H inh	3.5%	nt	0.3%	-1.6%	-0.4%	2.9%	-5.3%	18.0%
D2 ag	nt	-0.3	nt	1.1	nt	0.1	0.3	nt
rTrxR1 inhibitor	7.5%[57.1 µM]	nt	0.7%[57.1 µM]	3.6%[57.1 µM]	5.5%	23.2%	5.6%[57.1 µM]	16.0%
TRHR enhancer	0.6	-0.7	nt	8.3	nt	6.4	0.2	2.9

[25] O=[N+]([O-])c1ccc(Sc2ccc(F)cc2)nc1
[26] COCCCNC(=O)CSc1nc2ccccc2c(=O)n1CCCN1CCCCC1
[27] COc1cc(NC(=O)N[C@@H](CCSC)C(=O)O)cc(OC)c1
[28] CCN(CC)CCN(C(=O)c1cc(Cl)sc1Cl)c1nc2cc3c(cc2s1)OCO3
[29] Cc1cc(C)nc(NNC2=CC(=[N+]3CCCCC3)CC(C)(C)C2)n1
[30] CCOC(=O)C1CCN(C(=O)CCCOc2ccccc2)CC1
[31] CCc1c(C)nc2cc(-c3cc(OC)cc(OC)c3)nn2c1N1CCCC1
[32] O=C(COC(=O)c1ccc(F)cc1F)c1ccc[nH]1

Screen / compound no.	25	26	27	28	29	30	31	32
D2 antag	nt	5.4	-7.4	-9.7	4.9	-11.3	8.0	2.5
USP1-UAF1 inh	-12.7%	-16.3%	-6.5%	-20.4%	7.0%	-8.3%	-28.5%	1.7%
TrxR1 substrate	2.7%	1.7%	7.2%	-5.8%	10.1%[57.1 µM]	-4.3%	8.5%	-6.6%
TRHR ag	nt	0.7	-0.3	-0.3	0.4	0.2	0.4	0.1
PI4K2A inh	-3.1	2.3	1.3	-0.5	1.2	-2.2	-0.4	-2.7
IDH1 R132H inh	3.2%	0.8%	-4.2%	7.9%	13.8%	2.5%	4.0%	0.5%
D2 ag	nt	0.1	-0.8	0.0	0.1	-1.0	0.8	-0.3
rTrxR1 inhibitor	5.7%	13.5%	13.9%	-2.1%	40.1%[activator][57.1 µM]	15.2%	23.6%	-7.3%
TRHR enhancer	nt	2.8	-2.8	8.5	6.4	-1.2	-4.4	-5.9

[33] O=C(COC(=O)C12CC3CC(CC(C3)C1)C2)N1CCN(S(=O)(=O)c2ccccc2)CC1
[34] Clc1ccccc1OCCCCn1ccnc1
[35] CCCN1CC=C2C(C#N)=C(N)C(C#N)(C#N)C(c3cccc(OC)c3OC)C2C1 (configuration not stated)
[36] CN(c1ccc(OCC(=O)OCC(=O)Nc2ccc(OC(F)F)cc2)cc1)S(=O)(=O)c1cccs1
[37] CC(=O)c1c(C(C)=O)c(C)n(NC(=O)c2ccc(Cl)cc2)c1C
[38] O=C(Cn1cnc2onc(-c3ccc(F)cc3)c2c1=O)N1CCN(c2ccc(F)cc2)CC1
[39] COCCCN1CN(Cc2ccccc2)CNC1=S

Screen / compound no.	33	34	35	36	37	38	39
D2 antag	-12.2	7.8	4.7	nt	10.7	nt	3.4
USP1-UAF1 inh	-14.2%	-7.8%	-25.2%	-26.9%	-11.8%	-29.8%	-13.0%
TrxR1 substrate	-7.7%	4.0%	14.2%	2.6%	9.0%	-11.0%	2.3%
TRHR ag	-0.8	-0.2	6.9	nt	-1.2	0.1	0.5
PI4K2A inh	-4.2	5.2	6.9	-7.9	1.9	-0.1	-6.1
IDH1 R132H inh	7.8%	2.9%	-14.5%	-12.6%	-2.4%	-8.5%	-6.8%
D2 ag	-0.1	0.4	56.7*	nt	0.7	0.4	-0.2
rTrxR1 inhibitor	-1.3%	14.5%	-24.5%	29.0%	26.9%	14.0%	14.3%
TRHR enhancer	4.2	-3.2	4.0	nt	-9.3	7.5	-0.6

Another view of some results above.
Values run as follows: D2 antag, USP1-UAF1 inh, TrxR1 substrate, TRHR ag, PI4K2A inh, IDH1 R132H inh, D2 ag, rTrxR1 inhibitor, TRHR enhancer
33) O=C(COC(=O)C12CC3CC(CC(C3)C1)C2)N1CCN(S(=O)(=O)c2ccccc2)CC1
 : -12.2, -14.2%, -7.7%, -0.8, -4.2, 7.8%, -0.1, -1.3%, 4.2
34) Clc1ccccc1OCCCCn1ccnc1
 : 7.8, -7.8%, 4.0%, -0.2, 5.2, 2.9%, 0.4, 14.5%, -3.2
35) CCCN1CC=C2C(C#N)=C(N)C(C#N)(C#N)C(c3cccc(OC)c3OC)C2C1 (configuration not stated)
 : 4.7, -25.2%, 14.2%, 6.9, 6.9, -14.5%, 56.7*, -24.5%, 4.0
36) CN(c1ccc(OCC(=O)OCC(=O)Nc2ccc(OC(F)F)cc2)cc1)S(=O)(=O)c1cccs1
 : nt, -26.9%, 2.6%, nt, -7.9, -12.6%, nt, 29.0%, nt
37) CC(=O)c1c(C(C)=O)c(C)n(NC(=O)c2ccc(Cl)cc2)c1C
 : 10.7, -11.8%, 9.0%, -1.2, 1.9, -2.4%, 0.7, 26.9%, -9.3
38) O=C(Cn1cnc2onc(-c3ccc(F)cc3)c2c1=O)N1CCN(c2ccc(F)cc2)CC1
 : nt, -29.8%, -11.0%, 0.1, -0.1, -8.5%, 0.4, 14.0%, 7.5
39) COCCCN1CN(Cc2ccccc2)CNC1=S
 : 3.4, -13.0%, 2.3%, 0.5, -6.1, -6.8%, -0.2, 14.3%, -0.6

High-throughput results as filed in PubChem BioAssay.
